High-throughput results as filed in PubChem BioAssay.
BaF3 tox – parental Ba/F3 cell viability inhibition, counter-screen for JAK2V617F inhibitor project, murine pro-B, CellTiter-Glo luminescence | CellTiter-Glo ATP luminescence | inhibition, % at 5.6 µM | actives 1.1% (n = 220,000) | AID 1486, 2009;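 active = inhibition above a per-campaign cutoff, the mean inhibition of all tested compounds plus 3 SD, cut at about 27% in these data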;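 also: 0% = DMSO wells and 100% = JAK Inhibitor I control wells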
PGE2 EP2 inh – human EP2 receptor antagonists, primary screen, TR-FRET cAMP, C6 glioma cells | actives 0.52% (n = 260,000) | inhibition, % at 25 µM | C6 glioma cells expressing human EP2; cells stimulated with saturating PGE2;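 active = percent inhibition above 40 after rounding to a whole number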;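 also: rat C6 glioma host cells with rolipram phosphodiesterase inhibitor present; the protocol text gives 20 µM as final concentration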
Tb hexokinase – Trypanosoma brucei hexokinase 1 inhibitors, primary screen, biochemical, G6PDH-coupled NADH absorbance, MLSCN library; recombinant TbHK1, G6PDH-coupled NADH A340; inhibition, % at 10 µM; actives 0.11% (n = 220,000); AID 1430, 2008;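 active = inhibition of 50% or more in the single-dose primary screen; inactive = inhibition below 50%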
p97 inhibitor – inhibitors of human p97 ATPase, primary screen, biochemical | Transitional endoplasmic reticulum ATPase (Homo sapiens), P55072 | recombinant p97 ATPase, Kinase-Glo ATP luminescence, 3 h | inhibition, % at 8 µM | actives 0.42% (n = 220,000); in the data active = inhibition above about 15%;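 also: 0% = DMSO vehicle and 100% = wells lacking enzyme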
Target sequence (P55072 whole entry, looked up): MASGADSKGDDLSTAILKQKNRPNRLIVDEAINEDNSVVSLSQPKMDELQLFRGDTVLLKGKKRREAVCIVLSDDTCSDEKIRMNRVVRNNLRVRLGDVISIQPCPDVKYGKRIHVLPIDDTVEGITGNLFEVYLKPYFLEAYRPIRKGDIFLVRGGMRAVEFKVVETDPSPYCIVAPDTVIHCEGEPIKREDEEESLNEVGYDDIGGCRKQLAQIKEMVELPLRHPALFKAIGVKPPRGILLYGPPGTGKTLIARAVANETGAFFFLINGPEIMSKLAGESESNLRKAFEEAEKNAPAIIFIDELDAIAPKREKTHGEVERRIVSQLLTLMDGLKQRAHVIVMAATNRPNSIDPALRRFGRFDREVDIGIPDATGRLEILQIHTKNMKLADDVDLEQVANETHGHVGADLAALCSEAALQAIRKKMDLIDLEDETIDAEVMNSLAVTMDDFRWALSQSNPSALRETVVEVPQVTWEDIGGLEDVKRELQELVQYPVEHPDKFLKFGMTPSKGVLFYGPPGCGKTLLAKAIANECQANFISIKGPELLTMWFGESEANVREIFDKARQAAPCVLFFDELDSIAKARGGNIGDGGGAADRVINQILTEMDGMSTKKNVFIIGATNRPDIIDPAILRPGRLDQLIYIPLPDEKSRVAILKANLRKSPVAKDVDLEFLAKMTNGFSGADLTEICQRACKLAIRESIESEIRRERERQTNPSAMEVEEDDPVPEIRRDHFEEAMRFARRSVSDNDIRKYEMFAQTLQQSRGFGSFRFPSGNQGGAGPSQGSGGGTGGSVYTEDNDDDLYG
PPC-1+TRAIL kill – compounds killing PPC-1 cancer cells with TRAIL present, primary screen, TRAIL potentiator project, ATPLite luminescence, uHTS | PPC-1 cells + TRAIL, ATPLite viability luminescence | cell killing (% activity), % at 4 µM | actives 0.41% (n = 220,000);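 active = cell killing above 50% in the first pass at 4 µM, then a duplicate retest at 5 µM averaging 50% or more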;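 also: plate controls were cells with TRAIL plus DMSO for no effect and medium-only wells lacking cells for full effect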
NCF1 inh – p47phox/p22phox peptide binding inhibitors, primary screen, biochemical, uHTS, NADPH oxidase regulatory subunit | Neutrophil cytosol factor 1 (Homo sapiens), P14598 | fluorescence polarization, 2 h | inhibition, % at 24.7 µM | actives 0.53% (n = 220,000);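 active = inhibition above about 30%, limit read from the data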;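 also: 0% = p47phox with labelled peptide and 100% = labelled peptide alone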
Furin inhibitor – human furin inhibitors, primary screen, biochemical, fluorescence intensity | P09958 | purified furin, fluorogenic substrate cleavage | inhibition, % at 30 µM | actives 0.061% (n = 220,000) | AID 463115, 2010; in the data active = inhibition above about 25%; also: inactives centre near -15
Ba/F3 V617F tox – reduced viability of JAK2V617F-dependent Ba/F3 cells, primary screen, JAK2V617F inhibitor project, cell-based, Ba/F3 EpoR-JAK2V617F, luminescence; ATP luminescence; inhibition, % at 5.6 µM; actives 1.1% (n = 220,000); AID 1446, 2008;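 active = inhibition above the campaign mean plus 3 SD over all tested compounds, cut at about 24% in these data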;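 also: cytokine-independent growth of Ba/F3 cells driven by EpoR plus mutant JAK2; 0% = DMSO-treated cells and 100% = JAK inhibitor I control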
RBBP9 inh – human RBBP9 inhibitors, primary screen, biochemical, fluorescence polarization, FP-Rh probe, HTS; actives 0.2% (n = 220,000); AID 1515, 2009; inhibition, % at 7.94 µM; Serine hydrolase RBBP9 (Homo sapiens), O75884; recombinant RBBP9;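 active = inhibition above the campaign mean of all tested compounds plus 3 SD, cut at about 14% in these data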;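 also: plate controls were DMSO wells with RBBP9 for no effect and wells lacking RBBP9 protein for full effect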
Target sequence (O75884 whole entry, looked up): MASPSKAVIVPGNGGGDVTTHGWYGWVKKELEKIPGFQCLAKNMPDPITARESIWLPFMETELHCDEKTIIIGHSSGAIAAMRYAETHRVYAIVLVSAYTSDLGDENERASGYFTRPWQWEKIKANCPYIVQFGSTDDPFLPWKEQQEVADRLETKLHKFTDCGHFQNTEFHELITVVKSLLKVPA
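system = RBBP9 protein | input = RBBP9 at 2.5 µM in dispensed solution, before mixing | measured by = fluorescence polarization (mP), excitation 525 nm, emission 598 nm | incubation = enzyme-compound preincubation 30 min, then probe labeling 45 min, 25 °C | buffer or medium = Tris-NaCl-Pluronic buffer, pH 8.0 | compound = single dose 7.94 µM | also added = FP-Rh probe, 375 nM dispensing solution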
Active calls of the source: *; . = no result given; [ ] = remark or other dose.

SMILES	BaF3 tox	PGE2 EP2 inh	Tb hexokinase	p97 inhibitor	PPC-1+TRAIL kill	NCF1 inh	Furin inhibitor	Ba/F3 V617F tox	RBBP9 inh
CC(=O)Nc1ccc(Oc2cnc3ccccc3n2)cc1	-3	6	-6	-1	-1	-18	-11[20 µM]	-2	3
Cc1cc(C)c2nc(N3CCCC(C(=O)NCCCN4CCOCC4)C3)sc2c1 (stereo unspecified)	5	6	-10	-6	17	-9	-13[20 µM]	3	4
CC(C)C(=O)Nc1nc(-c2ccccc2)ns1	2	6	5	-8	34	-9	-8[20 µM]	0	-11
O=C(CNC(=O)c1ccco1)N/N=C/c1ccccc1[N+](=O)[O-]	6	10	-10	1	10	-8	-24	1	2
CC(NC(=O)c1ccc(Br)cc1)c1ccc2c(c1)CCCC2 (stereo unspecified)	6	10	8	5	-1	-20	-23	-2	3
CCCC(=O)Nc1nc2c(OC)ccc(OC)c2s1	0	12	-7	4	9	-11	-27	-3	-7
COc1cccc(-n2c(N)c(-c3nc4ccccc4[nH]3)sc2=S)c1	6	8	-6	-1	19	2	-13	4	0
CC(C)c1ccc(N2CCN(C(=O)c3ccccc3NC(=O)/C=C(\C(=O)O)c3ccccc3)CC2)cc1	5	9	-8	-3	24	-2	-4[20 µM]	2	-7
O=C(Nc1ccc(Cl)cc1)N(Cc1nnc2n1CCCCC2)c1ccccc1	2	-10	2	4	6	-10	-13	0	3
CCN1CCN(Cc2ccc(OC)c(OCc3ccccc3)c2)CC1	1	5	7	0	17	-2	-21[20 µM]	-3	-10
O=C(Nc1cccc(Cl)c1)OCc1cnc(Cl)s1	4	16	-3	-1	-16	-7	-18[20 µM]	-3	-1
O=C(Nc1nccs1)c1cccc(N2C(=O)c3cccc4c([N+](=O)[O-])ccc(c34)C2=O)c1	3	.	-8	-1	12	19	-3[20 µM]	2	1
CC1(C(=O)OCC(=O)NC(=O)NCc2ccccc2)CC1(Cl)Cl (stereo unspecified)	3	5	2	-5	-8	-5	-14	1	-8
CC(C)N(C)CCOC(=O)/C=C/c1ccccc1	7	4	7	-6	21	38*	-16	6	-12
Cc1ccc(NC(=O)CN2C(=O)CNC2=O)cc1	-14	5	9	-1	9	-2	-22	2	1
COc1ccc(OC)c(N(CC(=O)NC2CC2)S(=O)(=O)c2ccc(C)cc2)c1	-2	11	-6	2	-2	-8	-23	-3	-7
Cc1ccc(C(=O)N/N=C2\CCCc3ccccc32)c(C)c1	2	3	-3	1	31	-4	-20	-3	-6
CN(C)S(=O)(=O)N1CCN(C(=O)c2cccs2)CC1	0	3	-1	6	-22	6	-16[20 µM]	-3	3
Cc1ccc2c(c1)C(c1ccc(F)cc1)N(C(=O)c1cc3ccccc3oc1=O)CC(=O)N2 (stereo unspecified)	7	6	-1	-8	1	5	-1	5	-9
COc1cc(CO)ccc1OCC(=O)Nc1ccc(Br)cc1	-1	6	-2	0	17	-13	-22	3	-2
CC1CCN(C(=O)COc2ccc(Nc3ccccc3)cc2)CC1	5	5	3	-1	6	4	-22	-1	-5
C=CCOc1c(Br)cc(CNc2ccc(NC(=O)C(C)C)cc2)cc1OCC	9	4	-1	2	7	-2	-7	1	3
C/C(=N\Nc1cccc(Cl)c1)C1(C)N(O)C(C)(C)C(c2ccco2)=[N+]1[O-] (stereo unspecified)	3	1	-9	1	0	-9	-26	0	-1
O=C(NCCc1ccc(F)cc1)c1cc(=O)c2ccccc2o1	5	4	-4	-2	-14	-8	-29	3	-5
O=C(CCl)c1ccc(Cc2ncc(C(F)(F)F)cc2Cl)s1	8	30	21	-7	1	-13	-3	6	-4
Nn1cc(-c2ccccc2)nc1SCC(=O)NCC1CCCO1 (stereo unspecified)	7	5	-3	3	44	-4	-38	3	-2
CC(Cc1cccs1)NC(=S)Nc1ccc(Cl)c(Cl)c1 (stereo unspecified)	9	7	43	-4	16	-6	2	5	-15
Cc1cc([N+](=O)[O-])nn1CC(=O)N/N=C/c1ccccc1O	0	6	-13	-6	18	-6	-15	3	-5
CC1=NN(C(=O)Cc2ccc([N+](=O)[O-])cc2)C(O)(c2ccccc2)C1 (stereo unspecified)	0	6	-7	1	0	2	4[20 µM]	-5	0
COc1ccc(C(=O)NCC(=O)N/N=C(C)\C=C\c2ccccc2)cc1OC	4	5	-8	1	20	-3	-23	0	-1
CS(=O)(=O)Nc1nc2ccccc2[nH]1	1	9	3	9	7	-3	-14	-3	-1
Cn1c(=O)[nH]c(=O)c2c1nc(N1CCCC1)n2CCCSc1nc2ccccc2o1	2	6	-5	-1	20	-22	-12	-1	-8
COc1cc(OC)cc(N2CC(C)(C)C2=O)c1	5	7	5	5	3	2	-22	-3	2
CCOc1ccccc1C(=O)Nc1nnc(C(C)C)s1	6	6	-5	-8	-26	-2	-10	0	-4
COc1ccc(-c2csc(N(CC3CCCO3)C(=O)c3ccco3)n2)cc1 (stereo unspecified)	1	7	-9	-1	15	-8	-23	-1	-5
Cc1ccc([N+](=O)[O-])cc1N=Cc1ccc(Br)s1	0	7	-6	1	.	-13	-3	-4	-5
COc1ccc([N+](=O)[O-])cc1COc1cc(C)cc2oc(=O)cc(-c3ccccc3)c12	-1	4	-9	3	8	3	-13	-6	-3
O=C(COC(=O)C1CC(=O)N(c2nc(-c3ccccc3)cs2)C1)c1ccccc1 (stereo unspecified)	2	13	-1	-1	4	-57	-11[20 µM]	-1	5
CCn1cc(/C=C(/C#N)S(=O)(=O)c2ccccc2)cn1	3	6	-20	11	17	11	-12[20 µM]	-1	-4
CC(=O)Nc1ccc2nc(SCC(=O)N3CCOCC3)sc2c1	6	9	-1	2	11	-5	-4	-1	3
COc1cccc(/C=N\NC(=O)c2cc(OCC(F)(F)F)ccc2OCC(F)(F)F)c1	6	.	1	-1	20	-1	-17[20 µM]	-2	-7
COc1ccccc1N1CSC2=C(C#N)C(c3ccc(SC)cc3)CC(=O)N2C1 (stereo unspecified)	8	20	-11	5	17	-24	10	-2	-2
COc1ccc(CNCc2cccc(Oc3ccccc3)c2)cc1	7	5	14	-6	38	-1	-11	9	1
CC(=O)c1sc(N/N=C2\CC3CC2C(C)C3(C)C)nc1C (stereo unspecified)	14	4	-46	1	-1	.	-15	7	8
CC(C)CC(=O)c1c[nH]c(C(=O)NCCCn2ccnc2)c1	2	8	2	3	14	-11	-15[20 µM]	-3	-6
O=C(CCCOc1ccccc1)NCC1CCCO1 (stereo unspecified)	2	7	-9	2	8	-6	-21	0	-8
O=C(O)c1cc(S(=O)(=O)N2CCOCC2)c(Sc2ccccn2)cc1Sc1ccccn1	2	15	-5	-4	-4	1	-18	5	-10
CN(Cc1cccc(Cl)c1Cl)c1ccc(S(=O)(=O)N2CCCCC2)cc1[N+](=O)[O-]	2	2	-3	5	11	5	-24	-6	-6
C/C=C/c1ccc(OCC(=O)Nc2cc(OC)c(OC)c(OC)c2)c(OC)c1	4	9	0	-1	11	-5	-22	2	-1
O=C1c2ccccc2C(=O)c2c1cccc2-n1nnc2ccccc21	-7	2	-8	8	30	-20	-17	-2	-5
CCN(CC)CC#CCC(O)(c1ccccc1)C1CCCC1 (stereo unspecified)	4	9	-8	-5	11	-4	-22[20 µM]	1	-4
Cc1c(NC(=O)c2cccc(NC(=O)c3ccco3)c2)cccc1C(=O)O	5	9	1	1	27	-7	-19[20 µM]	-4	4
CCCN(CCC)CCNC(=O)C1CC(=O)N(c2ccc(OC)cc2)C1c1ccc(OC)cc1 (stereo unspecified)	-3	13	3	1	18	-12	-2[20 µM]	-2	-6
O=C(N/N=C/c1sc(=O)n(-c2ccccc2)c1Cl)c1ccncc1	5	11	-46	2	32	-20	-6	0	-1
Nc1nonc1-n1nnc(C(=O)N/N=C/c2cc(Br)ccc2O)c1CSC1=NCCS1	5	9	10	3	40	-69	1	7	-27
Cc1ccc(NC(=O)COc2nc(C)cs2)cc1	3	3	-2	0	11	-5	-18[20 µM]	-2	0

Ordered by number of heavy atoms (lowest first): part of the list above.
SMILES	BaF3 tox	PGE2 EP2 inh	Tb hexokinase	p97 inhibitor	PPC-1+TRAIL kill	NCF1 inh	Furin inhibitor	Ba/F3 V617F tox	RBBP9 inh
CC(C)C(=O)Nc1nc(-c2ccccc2)ns1	2	6	5	-8	34	-9	-8[20 µM]	0	-11
Cc1ccc(NC(=O)COc2nc(C)cs2)cc1	3	3	-2	0	11	-5	-18[20 µM]	-2	0
O=C(CCCOc1ccccc1)NCC1CCCO1 (stereo unspecified)	2	7	-9	2	8	-6	-21	0	-8
CC(Cc1cccs1)NC(=S)Nc1ccc(Cl)c(Cl)c1 (stereo unspecified)	9	7	43	-4	16	-6	2	5	-15
CCN(CC)CC#CCC(O)(c1ccccc1)C1CCCC1 (stereo unspecified)	4	9	-8	-5	11	-4	-22[20 µM]	1	-4
COc1cccc(-n2c(N)c(-c3nc4ccccc4[nH]3)sc2=S)c1	6	8	-6	-1	19	2	-13	4	0
O=C1c2ccccc2C(=O)c2c1cccc2-n1nnc2ccccc21	-7	2	-8	8	30	-20	-17	-2	-5
COc1ccc(-c2csc(N(CC3CCCO3)C(=O)c3ccco3)n2)cc1 (stereo unspecified)	1	7	-9	-1	15	-8	-23	-1	-5
C/C=C/c1ccc(OCC(=O)Nc2cc(OC)c(OC)c(OC)c2)c(OC)c1	4	9	0	-1	11	-5	-22	2	-1
COc1ccccc1N1CSC2=C(C#N)C(c3ccc(SC)cc3)CC(=O)N2C1 (stereo unspecified)	8	20	-11	5	17	-24	10	-2	-2
Nc1nonc1-n1nnc(C(=O)N/N=C/c2cc(Br)ccc2O)c1CSC1=NCCS1	5	9	10	3	40	-69	1	7	-27
Cc1ccc2c(c1)C(c1ccc(F)cc1)N(C(=O)c1cc3ccccc3oc1=O)CC(=O)N2 (stereo unspecified)	7	6	-1	-8	1	5	-1	5	-9

This is a subset; rates above refer to the full screens.
